Bioassay records from PubChem.
TEAD-YAP inh = TEAD-YAP interaction inhibition; 640,000 tested, 1.4% active; AID 1259422; inhibition, % at 9.12 µM; HEK-TIYL cells, TEAD-Gal4/YAP UAS-luciferase luminescence; in the data active = inhibition above about 32%;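 note: 0% = median of test compound wells and 100% = reference inhibitor wells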
FBW7 act = activators of human E3 ligase FBW7 | AID 1259310 | Q969H0 | 650,000 tested, 0.13% active | normalized activity (activation), % at 26.1 µM | AlphaScreen FBW7–phospho-cyclin E peptide binding, activator screen; in the data active = normalized activity above about 1.9%;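 note: purified mutant Fbw7 with reduced substrate affinity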
GPR151 activ = activates the human receptor GPR151; PathHunter beta-arrestin GPR151 cells, luminescence; activation, % at 11.2 µM; 650,000 tested, 1% active; AID 1508602; in the data active = activation above about 4.9%;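 note: 0% = median of compound wells and 100% = cells with positive control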
Target sequence (Q8TDV0 whole entry, looked up): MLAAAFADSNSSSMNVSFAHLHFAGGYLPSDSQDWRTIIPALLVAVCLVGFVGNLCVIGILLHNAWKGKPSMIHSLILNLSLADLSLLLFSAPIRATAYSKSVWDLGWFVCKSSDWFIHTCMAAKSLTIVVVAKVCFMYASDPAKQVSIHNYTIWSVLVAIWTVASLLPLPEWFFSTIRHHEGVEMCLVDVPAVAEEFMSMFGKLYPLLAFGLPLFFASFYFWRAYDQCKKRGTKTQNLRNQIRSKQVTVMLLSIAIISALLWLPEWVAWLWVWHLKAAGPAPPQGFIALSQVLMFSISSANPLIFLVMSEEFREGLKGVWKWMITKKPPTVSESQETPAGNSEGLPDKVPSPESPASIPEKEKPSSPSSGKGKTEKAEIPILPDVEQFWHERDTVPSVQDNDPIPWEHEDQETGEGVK
MITF primary = human MITF inhibition, primary screen. AID 1259374. AlphaScreen MITF homodimerization, bead proximity signal. O75030. inhibition, % at 2.6 µM. 650,000 tested, 0.91% active; in the data active = inhibition above about 50%;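 note: 0% = vehicle wells with protein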
Target sequence (O75030 whole entry, looked up): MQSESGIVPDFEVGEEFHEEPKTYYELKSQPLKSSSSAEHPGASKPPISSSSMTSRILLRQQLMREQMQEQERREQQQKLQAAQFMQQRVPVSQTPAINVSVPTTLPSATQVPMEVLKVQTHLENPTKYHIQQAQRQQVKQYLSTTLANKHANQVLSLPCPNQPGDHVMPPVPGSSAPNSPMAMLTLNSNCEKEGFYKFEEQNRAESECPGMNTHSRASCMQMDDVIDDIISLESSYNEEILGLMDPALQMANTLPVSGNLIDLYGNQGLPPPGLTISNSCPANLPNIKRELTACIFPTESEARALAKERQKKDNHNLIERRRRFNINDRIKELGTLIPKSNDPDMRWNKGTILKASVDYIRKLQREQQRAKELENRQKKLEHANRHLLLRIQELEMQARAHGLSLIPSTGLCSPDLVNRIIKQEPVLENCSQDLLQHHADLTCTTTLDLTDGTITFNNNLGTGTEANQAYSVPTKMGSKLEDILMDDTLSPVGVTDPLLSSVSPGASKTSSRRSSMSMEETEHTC
Numbers without * were called inactive; & = joins results of further samples. Compounds were not picked by outcome; about 3.5% have a hit in one of these screens.

Start of the data: the first 4 entries (preview)
Every second line gives: TEAD-YAP inh	FBW7 act	GPR151 activ	MITF primary
1	O=C(Cc1cccc2ccccc12)N/N=C/C=C/c1ccc([N+](=O)[O-])cc1
    -4.7	-0.1	1.3	-8.8
2	COc1ccc(NC2=C(Cl)C(=O)OC2OC(C)C)cc1 (stereo unspecified)
    3.5	-0.2	0.7	2.2
3	COc1ccc(-c2nc(NCCCN3CCCC3=O)c3ncn(Cc4ccc(C(F)(F)F)cc4)c3n2)cn1
    3.0	0.1	-1.9	14.8
4	O=S(=O)(NCCc1csc(-c2ccccc2)n1)c1ccccc1F
    -34.4	-0.1	1.4	-25.7

This part in full, previewed entries included:
Every second line gives: TEAD-YAP inh	FBW7 act	GPR151 activ	MITF primary
1	O=C(Cc1cccc2ccccc12)N/N=C/C=C/c1ccc([N+](=O)[O-])cc1
    -4.7	-0.1	1.3	-8.8
2	COc1ccc(NC2=C(Cl)C(=O)OC2OC(C)C)cc1 (stereo unspecified)
    3.5	-0.2	0.7	2.2
3	COc1ccc(-c2nc(NCCCN3CCCC3=O)c3ncn(Cc4ccc(C(F)(F)F)cc4)c3n2)cn1
    3.0	0.1	-1.9	14.8
4	O=S(=O)(NCCc1csc(-c2ccccc2)n1)c1ccccc1F
    -34.4	-0.1	1.4	-25.7
5	CCOc1ccc(N=C2c3ccc([N+](=O)[O-])cc3C(=O)C2C(C)=O)cc1 (stereo unspecified)
    2.0	0.2	0.3	8.5
6	Cc1nn(Cc2ccc(Cl)c(Cl)c2)c(C)c1[N+](=O)[O-]
    -9.0	-0.1	-0.6	-2.5
7	CCOc1cc(C2C(C(=O)OC)=C(C)NC3=C2C(=O)CC(C)(C)C3)ccc1O (stereo unspecified)
    2.5	-0.1	-0.6	-12.7
8	c1ccc(Oc2ccc(Nc3cc(N4CCc5ccccc5C4)ncn3)cc2)cc1
    -5.0	-0.2	-0.6	2.5
9	O=C(CCn1c(=S)oc2ccccc21)Nc1cccc(O)c1
    6.5	0.1	-0.1	-2.4
10	COc1cc(OC)c(OC)cc1CN1CCSCC1
    -5.1	-0.1	0.3	40.4
11	COc1ccc(NC(=O)CNC(=O)c2cn(-c3ccccc3OC)c(=O)c3ccccc23)c(OC)c1
    2.2	0.1	-0.5	5.0
12	CC1(C)CC(=O)C2=C(C1)C(c1cccnc1)c1c([nH]c(=O)[nH]c1=O)N2 (stereo unspecified)
    -5.5	0.7	0.6	-20.8
13	CCOC(=O)c1c(NC(=O)CSc2nnc(CNC(=O)COc3ccccc3)n2C2CCCCC2)sc2c1CCC2
    -2.8	0.0	0.4	-9.0
14	Cc1ccc(NC(=O)c2cc([N+](=O)[O-])ccc2NCc2cccnc2)cc1
    3.4	0.2	2.8	13.8
15	Cc1ccc(-c2cc(C(F)(F)F)n3nc(C(=O)Nc4ccc(C)c(Cl)c4)cc3n2)cc1
    -4.1	-0.1	2.6	-5.2
16	O=c1[nH]c(Nc2ccccc2F)nnc1Cc1ccc(F)cc1
    -4.1	0.1	0.9	3.3
17	Cc1ccccc1C1C2=C(CCCC2=O)Nc2c1c(=O)[nH]c(=O)n2-c1ccccc1 (stereo unspecified)
    -6.4	0.0	-0.3	-7.0
18	CCc1ccc(N(CC(=O)NC(C)C)C(=O)CCC(=O)Nc2ccccn2)cc1
    -4.4	0.0	-0.4	8.6
19	COc1cc(OC)cc(-c2nnc(NC(=O)Cc3ccc(C)cc3C)o2)c1
    -7.5	0.4	0.9	-5.4
20	Cc1cccc(Cn2c(N3CCC(C)CC3)nc3c2c(=O)n(C)c(=O)n3C)c1
    -5.0	0.3	-0.2	7.4
21	CCCOc1ccccc1C1NC(=O)NC(C)=C1C(=O)OCCOc1ccccc1 (stereo unspecified)
    5.2	0.0	-0.3	9.0
22	COC(C(=O)N1CCc2c(cnc(C)c2CNC(=O)CSC)C1)c1ccccc1 (stereo unspecified)
    -3.4	-0.1	-0.3	1.4
23	CCCC(CCC)=NNC(=O)c1ccc(C)c([N+](=O)[O-])c1
    15.1	0.0	0.5	1.4
24	CC(CNS(=O)(=O)c1ccc(Br)cc1)CN(C)C (stereo unspecified)
    8.2	1.4	-1.5	15.3
25	NC1=C(c2ccccc2)S(=O)(=O)c2cc(Oc3ccccc3)ccc21
    -38.1	0.1	-0.3	-9.0
26	C=CCc1ccccc1OCC(O)Cn1cnc2ccccc21 (stereo unspecified)
    -13.1	0.0	0.2	10.4
27	CC1CC(C)CN(C(=O)c2ccc(Sc3cccc(Cl)c3)c([N+](=O)[O-])c2)C1 (stereo unspecified)
    -14.8	-0.3	0.5	12.5
28	CCOc1ccc(Cl)cc1S(=O)(=O)N1CCOCC1
    4.1	-0.1	0.7	-0.5
29	O=C(CC(Sc1cccc2cccnc12)c1ccc(F)cc1)c1cccs1 (stereo unspecified)
    19.8	-2.0	-1.0	7.0
30	Cc1ccc(S(=O)(=O)N(C)c2ccc(C(=O)NCCSCc3ccco3)cc2)cc1
    5.0	-0.2	-0.3	2.2

(more compounds)
Every second line gives: TEAD-YAP inh	FBW7 act	GPR151 activ	MITF primary
31	Cc1ccc(C23CC4CC(CC(C4)C2)C3)cc1NC(=O)c1ccccc1
    -0.2	0.1	0.2	-3.6
32	CCN(CC)C(=O)C1CCN(Cc2nc(N)c3cc(OC)c(OC)cc3n2)CC1
    -9.1	0.5	-1.2	8.0
33	Cc1cc(C)cc(N(C(C)C(=O)N(C)C)S(C)(=O)=O)c1 (stereo unspecified)
    5.9	-0.1	-0.7	-7.7
34	CCC(C)NC(=O)c1c(-c2ccccc2)nc2ccccn12 (stereo unspecified)
    -2.5	-0.1	0.7	15.8
35	CN1C(=O)C(O)(CC(=O)c2ccccn2)c2cc(Cl)ccc21 (stereo unspecified)
    9.8	0.1	-0.6	6.3
36	CCc1nnc(SCC(=O)Nc2cc(C)ccc2C)n1-n1cccc1
    -2.8	0.3	-0.6	4.4
37	COCc1cc(=O)[nH]c(SCC(=O)Nc2ccc(Br)cc2)n1
    14.9	0.3	-1.1	5.7
38	COc1cccc(-c2nc(=S)c3c(n2CCCO)CCCC3)c1
    -8.8	-0.2	0.3	15.7
39	COc1ccc(C(=O)CC(=O)C(C)(C)C)cc1
    -6.1	0.1	1.3	2.7
40	O=C(N[C@H](Cc1ccccc1)c1nc(-c2ccncc2)n[nH]1)c1cccs1
    3.3	0.0	-1.1	22.1
41	CC1=C(C(=O)Nc2ccccc2F)C(c2cccnc2)C2=C(CCCC2=O)N1 (stereo unspecified)
    -5.2	0.0	0.3	-1.8
42	CCC(Nc1ccccc1)C(=O)N/N=C/c1ccc(O)cc1O (stereo unspecified)
    7.0	-0.7	0.6	11.9
43	O=C(COc1ccccc1[N+](=O)[O-])N/N=C/c1ccc(-c2cccc([N+](=O)[O-])c2)o1
    0.8	-0.2	-1.1	-6.7
44	CCOC(=O)N1CCN(S(=O)(=O)c2ccc(Cl)c(OC)c2)CC1
    15.1	-0.1	0.0	-0.6
45	O=C(NC1CC1)c1cc2c(=O)[nH]c3ccccc3c2s1
    0.0	0.0	0.9	10.6
46	CCCCC(=O)Nc1ccc(NC(=O)CC)cc1OC
    -6.0	0.1	-0.1	-0.2
47	O=C(CNCC1CCCO1)Nc1ccc2c(c1)CCC2 (stereo unspecified)
    -11.2	-0.1	-0.4	9.2
48	O=C(Nc1nnc(S(=O)(=O)N2CCCCCC2)s1)c1ccccc1Br
    2.2	0.1	-0.3	-1.9
49	COc1cc(/C=C2/C(=N)N3N=C(C(C)C)SC3=NC2=O)ccc1OCCOc1cccc(C)c1
    5.2	0.0	-0.1	3.0
50	Fc1cccc(F)c1-n1c(CN2CCOCC2)csc1=S
    -2.0	0.2	2.8	10.1
51	Cn1cccc1CC(=O)N/N=C/c1cccs1
    -8.8	0.2	0.2	8.5
52	O=C(c1cc2ccccc2oc1=O)N1CCN(Cc2ccc3c(c2)OCO3)CC1
    -5.6	0.7	1.3	3.4
53	O=C(NCc1ccco1)C1CCN(C(=O)c2ccc(Br)cc2)CC1
    -10.1	0.2	0.3	8.3
54	COC(=O)c1ccc(C2N=C(c3ccc(OC)cc3)CC(c3cc(Br)cc(Br)c3O)N2)cc1 (stereo unspecified)
    0.6	0.2	-1.8	19.9
55	COc1cccc(NC(=O)c2ccc(C)o2)c1
    -38.0	0.8	-3.0	11.6
56	CC(=O)Nc1ccc(NC(=O)c2cc(Nc3ccnn3C)nc3ccccc23)cc1
    -6.5	0.2	-0.2	10.9
57	O=S1(=O)CC2N=C(Nc3ccc(Br)cc3)SC2C1 (stereo unspecified)
    1.7	0.0	-1.2	-9.7
58	CCCCONC(=O)Nc1ccccc1Cl
    -3.0	0.0	1.7	-1.2
59	Cc1sc2nc(C)n(C3CCN(C(=O)CCN4CCCC4=O)CC3)c(=O)c2c1C
    -2.4	0.1	0.6	17.4
60	COc1cccc(/C=c2\sc3nc4ccccc4n3c2=O)c1
    45.0*	-0.8	0.8	6.9

Continuation.
Every second line gives: TEAD-YAP inh	FBW7 act	GPR151 activ	MITF primary
61	COc1ccc(CN2CCN(Cc3ccc4nonc4c3)CC2CCO)c(F)c1 (stereo unspecified)
    2.2	0.0	-0.7	8.3
62	COc1ccc(OCCSc2nnc(C(C)NC(=O)c3ccccc3F)n2C)cc1 (stereo unspecified)
    11.2	-0.2	0.6	13.8
63	O=C(N/N=C/c1ccc(-c2ccccc2Cl)o1)C(O)c1ccccc1 (stereo unspecified)
    6.0	-0.1	-0.7	-2.2
64	COC(=O)c1ccc(NC(=O)/C=C/c2cccc([N+](=O)[O-])c2)cc1
    -7.7	0.0	0.6	-1.0
65	Cc1ccc2c(c1)Oc1cc([N+](=O)[O-])cc(Oc3ccccc3Br)c1C(=O)N2
    -6.4	-0.1	0.7	24.0
66	NC(=O)c1ccccc1OCCOc1ccc(Br)cc1
    -13.8	0.0	0.3	9.6
67	Cn1c(NCc2cccc(Br)c2)nc2ccccc21
    -12.0	-0.1	0.3	-10.9
68	COc1cccc(CNCCC2CCC(=O)N2CCn2cncn2)c1 (stereo unspecified)
    0.2	0.0	-0.8	-0.8
69	N/C(=N\OC(=O)c1ccc([N+](=O)[O-])cc1Cl)c1ccc([N+](=O)[O-])cc1
    -11.4	-0.1	3.3	3.0
70	CCNC(=O)n1cc(-c2cnccn2)c(-c2ccncc2)n1
    2.1	-0.4	-0.6	-4.8
71	CCn1c2ccccc2c2cc(NC(=O)CO/N=C(\N)c3ccccc3)ccc21
    3.1	0.3	-1.4	-1.5
72	O=C(Nc1cccc(Cl)c1)Nc1nnc(-c2ccccc2Br)s1
    7.6	0.0	0.2	3.2
73	COc1ccc([N+](=O)[O-])cc1-c1ccc(/C=N/N2C(=O)C3C4C=CC(C4)C3C2=O)o1 (stereo unspecified)
    -6.7	-0.1	3.9	-8.3
74	Cc1cc2c(o1)c1cnn(CCC(N)=O)c(=O)c1n2C
    3.0	-0.1	0.2	16.3
75	CCc1ccc(NC(=O)c2noc(C(C)C)c2[N+](=O)[O-])cc1
    -18.8	-0.1	0.5	7.2
76	CC(=O)c1ccc(C(=O)Nc2nc3cc(C)c(C)cc3s2)cc1
    -52.6	0.0	-0.1	5.2
77	Cc1cc(C)c(NC(=O)C(C)Sc2nnc(-c3cccc(Br)c3)n2-c2ccccc2)c(C)c1 (stereo unspecified)
    4.6	0.0	2.3	8.4
78	COc1cc2nc(-c3ccccc3)nc(NCc3cccc(C(F)(F)F)c3)c2cc1OC
    22.4&12.9	0.2&0.5	0.6&2.2	6.2&-7.6
79	COc1ccc(Cl)cc1NC(=O)C1CCCN1C(=O)OCc1ccccc1 (stereo unspecified)
    10.2	0.2	-0.3	22.6
80	O=c1[nH]nc(CCc2n[nH]c(=O)c3ccccc23)c2ccccc12
    -1.4	-0.2	1.6	-13.9
81	COc1ccc(-c2cc(C(F)(F)F)n3nc(C(=O)Nc4cc(OC)c(Cl)cc4OC)c(Cl)c3n2)cc1
    3.1	-0.1	0.5	6.2
82	O=C(CCc1ccccc1)ONC(=O)c1ccc(Cl)cc1
    -11.8	-0.1	0.7	1.4
83	CCC(=O)OCCN1C(=O)c2cccc3c(N4CCOCC4)ccc(c23)C1=O
    -3.5	0.1	-1.3	-12.2
84	CC1=C(C(=O)Nc2ccc(C)cn2)C(c2ccc3c(c2)OCO3)C2=C(CC(C)(C)CC2=O)N1 (stereo unspecified)
    -0.9	0.0	-0.1	-3.0
85	Cc1ccccc1NC(=O)CCCOc1ccc(Cl)cc1Cl
    -12.8	0.0	0.3	4.5
86	Cc1c(-c2ccc(/C=C3\SC(N)=NC3=O)o2)ccc([N+](=O)[O-])c1C
    -4.5	-0.3	-0.1	5.5
87	COc1ccc2cc(CN(Cc3ccccc3Cl)C(C)=O)c(=O)[nH]c2c1
    7.1	0.0	-0.6	6.2
88	CC(=O)c1ccc(C(=O)NCC2Cc3cc(Cl)cc(-c4ccncc4)c3O2)s1 (stereo unspecified)
    11.5	0.2	1.3	20.4
